Bioassay records (PubChem BioAssay)
RAD52 inh = blocks human RAD52 DNA annealing | recombinant RAD52 DNA annealing, FRET fluorescence | 360,000 tested, 0.46% active | AID 651710 | inhibition, % at 18.7 µM | P43351;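 active = every replicate showing at least 50% inhibition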
RAD54 branch = RAD54 (human) branch migration inhibition; inhibition, % at 10.4 µM; 360,000 tested, 0.14% active; RAD54 Holliday junction branch migration, FAM/BHQ fluorescence; AID 602329;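 active = mean normalized replicate activity at least 40 and at least half of replicates scoring 40 or more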;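 note: 0% = median of neutral control wells and 100% = median of positive control wells; inhibitors cause a drop in the FAM fluorescence signal; in these data hits start at about 50%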
miR122 inh = blocks miR-122 activity in Huh7 sensor cells | Huh7 miR-122 Renilla luciferase sensor, 48 h; neutral wells = 0, positive control = 100 | activation (reporter increase), % at 12.5 µM | 340,000 tested, 0.3% active;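 active = mean replicate activation score at least 90 and every replicate individually at or above 90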;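 note: higher luciferase means less miR-122 activity so hits act as miR-122 inhibitors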
E-selectin induc = induces E-selectin expression in human endothelial cells. HUVEC E-selectin immunofluorescence imaging; normalized: neutral wells 0, TNF-alpha wells 100. 260,000 tested, 0.37% active. P16581. activation, % at 7.58 µM;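 active = mean E-selectin-positive cell signal at least 10% of the positive control, reached in at least 60% of replicates, without over 20% cell loss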;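 note: in these data hits start at about 27%; measured in HUVEC primary endothelial cells; signal is the percent of cells scored E-selectin positive by PE staining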
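Material: HUVEC primary endothelial cells; Amount: 3,000 cells per well; Dosing: single concentration; Medium: EGM-2 growth medium on 0.1% gelatin-coated wells; Read-out basis: percent E-selectin-positive cells; Signal: immunofluorescence imaging; Control set: TNF-alpha, DMSO.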
PglD DTNB = inhibitors of Campylobacter jejuni PglD acetyltransferase | AID 602405 | purified PglD enzyme, DTNB colorimetric CoA detection | 360,000 tested, 0.098% active | inhibition, % at 12.5 µM; in the data active = inhibition above about 16%, passing the limit was not always enough; note: strong numbers were not always called active
ERAP1 HTS inh = blocks human ERAP1 aminopeptidase activity; AID 652197; recombinant ERAP1, Leu-AMC fluorescence, 60 min; 340,000 tested, 0.15% active; Q9NZ08; inhibition, % at 10.7 µM;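 active = mean replicate inhibition of at least 30%, or all replicates individually reaching that 30% level; inactive = mean below 30% and not every replicate reaching it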;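 note: 0% = neutral control wells and 100% = L-leucinethiol positive control wells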
Target sequence (Q9NZ08 whole entry, looked up): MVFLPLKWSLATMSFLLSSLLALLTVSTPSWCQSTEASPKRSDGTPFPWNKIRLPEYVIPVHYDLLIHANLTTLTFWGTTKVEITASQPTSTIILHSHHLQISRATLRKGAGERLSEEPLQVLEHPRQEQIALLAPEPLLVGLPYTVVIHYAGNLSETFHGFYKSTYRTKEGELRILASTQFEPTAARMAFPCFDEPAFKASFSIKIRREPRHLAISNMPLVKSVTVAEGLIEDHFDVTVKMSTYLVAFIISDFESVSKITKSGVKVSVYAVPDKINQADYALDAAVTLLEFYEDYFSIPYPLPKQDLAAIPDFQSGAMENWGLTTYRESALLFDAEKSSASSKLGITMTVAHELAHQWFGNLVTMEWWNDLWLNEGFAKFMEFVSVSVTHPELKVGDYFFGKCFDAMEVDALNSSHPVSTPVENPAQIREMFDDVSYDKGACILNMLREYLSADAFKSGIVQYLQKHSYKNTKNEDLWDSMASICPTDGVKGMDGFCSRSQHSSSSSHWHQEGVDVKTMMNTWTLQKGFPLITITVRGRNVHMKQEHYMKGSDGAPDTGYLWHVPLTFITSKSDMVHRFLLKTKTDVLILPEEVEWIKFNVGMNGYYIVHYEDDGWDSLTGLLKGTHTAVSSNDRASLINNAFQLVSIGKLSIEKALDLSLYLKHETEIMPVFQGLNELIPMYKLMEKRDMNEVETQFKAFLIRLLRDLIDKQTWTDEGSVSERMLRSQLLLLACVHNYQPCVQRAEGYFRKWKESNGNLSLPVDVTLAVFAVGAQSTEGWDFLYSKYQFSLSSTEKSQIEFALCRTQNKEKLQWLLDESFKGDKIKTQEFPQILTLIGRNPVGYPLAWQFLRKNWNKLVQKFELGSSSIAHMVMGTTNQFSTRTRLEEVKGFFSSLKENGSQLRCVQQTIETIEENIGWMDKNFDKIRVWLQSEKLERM
Cneo AK release = Cryptococcus neoformans lysis via adenylate kinase release. C. neoformans lysis, adenylate kinase release luminescence, 4 h; normalised: neutral wells 0, clomiphene wells 100. lysis activity, % at 15 µM. 360,000 tested, 0.2% active. AID 651654;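 active = mean lysis activity across replicates of at least 80%, whatever share of replicates individually reach that level; inactive = mean lysis activity below 80%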
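Material – Cryptococcus neoformans yeast cells · Quantity – 5 × 10^6 yeast cells/mL · Buffer or medium – YPD medium · Compound – single dose · Timing – 4 h static compound exposure, 37 °C, read 1 h post-reagent · Signal – adenylate kinase release luminescence · Read-out basis – lysis from increased AK signal · Benchmarks – Clomiphene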
PGC1a acetyl inh = modulators of PGC1a acetylation. U2OS PGC1a acetylation, AlphaScreen anti-acetyl-lysine; with virally co-expressed GCN5 acetyltransferase. inhibition, % at 15.6 µM. 350,000 tested, 0.17% active. AID 651687;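 active = every replicate shows inhibition of at least 40%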;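 note: 0% = neutral control wells and 100% = positive control wells; some results beyond the cut were filed as inactive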
* hit, by the source's call; nt = not tested or not shown; [ ] = dose if it differs, or a comment.

SMILES | RAD52 inh | RAD54 branch | miR122 inh | E-selectin induc | PglD DTNB | ERAP1 HTS inh | Cneo AK release | PGC1a acetyl inh
CC(=O)c1c(C)[nH]c(C(=O)NCCc2c[nH]c3ccccc23)c1C | -2 | -4 | nt | nt | 4 | -1 | -1 | nt
CN(C(=O)c1cc([N+](=O)[O-])ccc1N1CCCC1)C1CCCCC1 | -2 | -6 | -9 | nt | -6 | 4 | 1 | -12
C[C@@H]1CCCCO[C@@H](CN(C)C(=O)NC2CCCCC2)[C@@H](C)CN([C@@H](C)CO)C(=O)c2cc(NC(=O)C3CCCCC3)ccc2O1 | -1 | -1 | 2[16.7 µM] | -0.2 | -3 | 2 | 2 | -3
C[C@@H]1CCCCO[C@H](CN(C)CC2CC2)[C@H](C)CN([C@H](C)CO)C(=O)c2cc(NS(=O)(=O)c3ccc(F)cc3)ccc2O1 | 6 | nt | nt | 0.7 | nt | 0 | nt | -3
CN(Cc1ccccc1)C(=S)NC(=O)c1ccc(-c2ccccc2)cc1 | nt | -3 | 22 | nt | -7 | nt | 0 | 3
Cc1c(C(=O)NN2CCN(C)CC2)cccc1[N+](=O)[O-] | nt | -1 | -4 | nt | 0 | nt | 0 | -5
CC(C)NC(=O)N(C)C[C@@H]1Oc2c(NC(=O)c3ccncc3)cccc2C(=O)N([C@H](C)CO)C[C@@H]1C | 2 | -3 | 5[16.7 µM] | 0.0 | 1 | -1 | -3 | -3
CCn1c(C)c(C)c2cc(C(=O)NCCCN3CCOCC3)ccc21 | -13 | 6 | -8 | nt | 0 | 4 | 3 | -7
COc1ccc(OCC(=O)N2c3ccccc3CC2C)c([N+](=O)[O-])c1 (stereo not drawn) | 6 | 1 | 3 | -0.1 | 0 | 2 | -1 | -4
CNC[C@@H]1Oc2ccc(NC(=O)NC(C)C)cc2C(=O)N([C@@H](C)CO)C[C@@H]1C | -1 | -4 | 1[16.7 µM] | -3.6 | -3 | -1 | -2 | -2
CC(=O)OCC1OC(n2ncc(=O)n(Cc3ccccc3)c2=O)C(OC(C)=O)C1OC(C)=O (stereo not drawn) | 2 | 2 | 3 | nt | 6 | 12 | -8 | 6
O=C(Nc1ccc(Oc2ccc(Cl)cc2)c(Cl)c1)c1cc(I)cc(I)c1O | -14 | -14 | 1 | -0.1 | -4 | -3 | -3 | 9
NC(=O)COC(=O)C(Cc1ccccc1)NS(=O)(=O)c1ccccc1F (stereo not drawn) | nt | -8 | 4 | nt | -6 | nt | 0 | 3
Cc1ccccc1N(CC(=O)N1CCOCC1)S(C)(=O)=O | -3 | nt | -2 | nt | nt | 2 | nt | -1
O=C(c1cccc(C(F)(F)F)c1)C1CCCN(C(=O)CCc2cnccn2)C1 (stereo not drawn) | -5 | nt | 3 | nt | nt | 12 | nt | -17
Cc1c(C(=O)Nc2ccc(Cl)cc2)c2ccccn2c1C(=O)c1ccccc1 | nt | -6 | -1 | nt | -3 | nt | 0 | nt
O=C1Nc2ccccc2CCc2ccccc21 | -9 | -3 | -15 | 0.4 | -2 | -1 | 2 | 9
CCn1c(=O)c2ccccc2n2c(SCC(=O)N3CCCc4ccccc43)nnc12 | -9 | 6 | 3 | nt | 10 | 0 | 0 | 5
CC(C)N(Cc1ccccc1)C(=O)c1ccc2c(c1)OCO2 | -7 | 12 | -4 | 1.6 | -3 | -3 | 2 | -9
Cc1ccc(-c2csc(C(C#N)=C(O)CN3CCN(C(=O)c4ccco4)CC3)n2)cc1 | -34 | nt | -7 | 1.7 | nt | 4 | nt | 1
Cc1cc(S(=O)(=O)NCCc2ccccc2)c(C)s1 | nt | 2 | 226* | nt | 4 | nt | 2 | 3
COCC#Cc1cnc2c(c1)C(=O)N([C@@H](C)CO)C[C@@H](C)[C@H](CN(C)C(=O)C1CCC1)O2 | 9 | 4 | -2[16.7 µM] | 1.1 | 12 | 2 | 1 | -6
CCC(=O)N1CCC1(C)C(=O)Nc1ccc2scnc2c1 (stereo not drawn) | -12 | -11 | -1 | 0.2 | -1 | 2 | 0 | nt
CC(=O)Nc1ccc(-c2csc(-c3cccnc3)n2)cc1 | 10 | 7 | -6 | -0.1 | 4 | 0 | -6 | 0
O=C1CCc2cc(S(=O)(=O)N3CCC(C(=O)NCc4ccccn4)CC3)ccc2N1 | -24 | -6 | 5 | nt | 8 | nt | -1 | -18

New compounds follow.
SMILES | RAD52 inh | RAD54 branch | miR122 inh | E-selectin induc | PglD DTNB | ERAP1 HTS inh | Cneo AK release | PGC1a acetyl inh
COc1ccc(-c2cc(=O)oc3cc(OC(C)C(=O)Nc4ccc(CN5CCOCC5)cc4)ccc23)cc1 (stereo not drawn) | -47 | -5 | -7 | -0.2 | 0 | 0 | 0 | -9
CCCNC(=O)N1CC(=O)N2[C@@H](CO)[C@@H](c3ccc(C#Cc4ccc(F)cc4)cc3)[C@@H]2C1 | 3 | nt | nt | -0.2 | nt | 0 | nt | 1
COc1cccc(NC(=O)COC(=O)CCS(=O)(=O)c2ccc(C)cc2)c1 | -16 | nt | 1 | -0.4 | nt | 5 | nt | -1
Cn1c(SCC(=O)NCc2ccc3c(c2)OCO3)nnc1-c1c[nH]c2ccccc12 | -16 | 6 | -7 | nt | 5 | -2 | 1 | -1
O=C(NCc1cccnc1)c1cn(CCc2ccccc2)nn1 | nt | -3 | -5 | nt | 6 | nt | 4 | -4
Nc1nc(NC(=O)C(Cl)(Cl)Cl)nn1-c1ccccc1 | 4 | -2 | -2 | nt | -1 | 0 | 1 | 3
CCCC(=O)Nc1ccc2c(c1)C(=O)N(C)C[C@H](OC)[C@H](C)CN[C@@H](C)CO2 | -4 | -2 | 1[16.7 µM] | -0.2 | -4 | 1 | -3 | nt
COc1ccc(NC(=O)Nc2ccc3c(c2)C(=O)N([C@@H](C)CO)C[C@H](C)[C@@H](CN(C)C(=O)c2ccccc2)OCCCC[C@H](C)O3)cc1 | 0 | -15 | -9[16.7 µM] | 0.1 | 3 | 0 | -1 | 1
CC1CN(CC(=O)Nc2ccc(Br)cn2)CC(C)O1 (stereo not drawn) | -19 | 4 | 5 | nt | -10 | -2 | 1 | -5
O=C(c1cc(Sc2ccc(Cl)cc2)nc2ccccc12)N1CCN(c2ccccn2)CC1 | -16 | -7 | 6 | 0.0 | -1 | 0 | 1 | 3
O=C(NCc1ccccc1Cl)c1csc2c1CCCCC2 | nt | -1 | -7 | nt | 4 | nt | -2 | 6
COC(=O)COc1ccc(S(=O)(=O)Nc2cc([N+](=O)[O-])ccc2C)cc1 | -13 | nt | -3 | nt | nt | 8 | nt | 17
C[C@H]1CN([C@@H](C)CO)S(=O)(=O)c2ccc(C#Cc3ccccn3)cc2O[C@H]1CN(C)C(=O)C1CC1 | -17 | -9 | 0[16.7 µM] | -0.4 | 5 | 1 | 1 | -12
CC(C)N1C/C(=C/c2ccsc2)C(=O)/C(=C/c2ccsc2)C1 | -24 | 4 | -3 | 0.1 | -2 | 8 | -1 | -7
Cn1c(N/N=C/c2cccs2)nc2c1c(=O)n(Cc1ccccc1)c(=O)n2C | nt | 4 | -3 | 0.0 | 5 | nt | 0 | -1
C[C@H](CO)N1C[C@H](C)[C@@H](CN(C)C)Oc2ccc(NC(=O)CCN3CCOCC3)cc2CC1=O | 7 | -17 | -1[16.7 µM] | nt | 2 | 0 | 1 | 1
Cc1ccc(NC(=O)CNC(=O)N2CC(=O)Nc3ccccc32)cc1F | -6 | -3 | 13 | nt | 1 | -3 | 0 | 11
Cc1cc(C)c(C#N)c(SCc2ccccc2C(=O)O)n1 | nt | -2 | -6 | nt | 1 | nt | -3 | -4
Cc1ccc(C(=O)OCCN2CCN(c3ncc(C(F)(F)F)cc3Cl)CC2)cc1 | nt | -7 | -2 | nt | -16 | nt | 14 | 8
COc1ccc(S(=O)(=O)Nc2ccc3c(c2)[C@@H]2C[C@H](CC(=O)N(C)C)O[C@@H](CO)[C@@H]2O3)cc1 | -15 | -2 | 18[16.7 µM] | 0.5 | 3 | 2 | -7 | 2
CN(CC(=O)Nc1cccc2c1CCCC2)S(=O)(=O)c1ccc(Cl)cc1 | nt | 7 | -1 | nt | -6 | nt | 0 | -10
O=C(CN1C(=O)COc2ccc(Cl)cc21)N1CCc2ccccc21 | nt | -10 | -2 | nt | 5 | nt | -1 | -17
O=C(Nc1ccccc1Cl)c1ccc(S(=O)(=O)NCC2CCCO2)cc1 (stereo not drawn) | -3 | -14 | 16 | nt | nt | -1 | -1 | nt
Clc1ccc(SCCn2ccnc2)cc1 | nt | 0 | 0 | nt | -6 | nt | 3 | -13
Clc1ccccc1-c1ccc2ncnc(NCc3ccc4c(c3)OCO4)c2c1 | -12 | -2 | -3 | -0.2 | -2 | 1 | -1 | 5
CN(C)c1cccc(C(=O)OCc2cc(=O)oc3cc(O)ccc23)c1 | nt | 5 | 0 | nt | 14 | nt | -1 | 2
CCC(=O)N1CC2(C1)[C@H](c1ccccc1)[C@H](CO)N2CC1CC1 | 25 | nt | nt | 0.0 | nt | 2 | nt | 1
CCN(C(=O)C1CCN(S(=O)(=O)c2ccc3c(c2)oc(=O)n3C)CC1)c1cccc(C)c1 | -10 | 5 | -1 | 0.0 | nt | nt | -1 | -4
C[C@@H]1CN([C@H](C)CO)C(=O)c2cc(NS(C)(=O)=O)ccc2O[C@@H]1CN(C)C(=O)Nc1cccc2ccccc12 | -12 | -2 | -9[16.7 µM] | -2.1 | -1 | -1 | 1 | 0
